Pol iota inh = blocks human DNA polymerase iota activity; Q9UNA4; Pol iota fluorescent replication assay, 10 min; Potency, µM (titrated, usually from 115 µM), for the others: at the top dose activity, negative = inhibition, actives largely listed as inhibitors; 390,000 compounds, 1% hits; AID 588590
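Fluorescent replication assay read twice, at 0 min and 10 min after adding 50 nM (final) substrate. Enzyme (10 nM) and compounds were first incubated 15 min at room temperature; enzyme-free buffer wells were negative controls.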
HP1b chromo inh = blocks HP1-beta chromodomain binding to methylated histone tails. AID 540317. AlphaScreen HP1-beta / biotin-H3K9me3 peptide binding. Potency, µM (series often up to 114 µM), for inactives: top-dose activity change, negative = inhibition, hits mostly inhibitors. 390,000 compounds, 0.56% hits; further: nearly all actives have a fitted effect of over 70% in size; inactives centre near 23
Target sequence (P83916 whole entry, looked up): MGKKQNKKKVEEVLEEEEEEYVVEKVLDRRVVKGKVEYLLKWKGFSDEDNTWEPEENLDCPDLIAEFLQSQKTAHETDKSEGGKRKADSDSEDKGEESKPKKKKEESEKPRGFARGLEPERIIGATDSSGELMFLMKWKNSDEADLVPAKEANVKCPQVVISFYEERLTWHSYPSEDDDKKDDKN
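AlphaScreen: HP1-beta (50 nM) preformed 30 min with biotin-H3(1-18)K9me3 peptide (50 nM) in PBS pH 7.4, 0.01% Tween-20. Compound added for 30 min at RT, then streptavidin donor/nickel chelate acceptor beads (10 ug/mL) for 30 min.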
Tb PGK inh = blocks T. brucei phosphoglycerate kinase; Potency, µM (top dose mostly 57.5 µM), without a hit: at the top dose activity change, negative = inhibition, most hits filed as inhibitors; PGK/GAPDH coupled, Kinase-Glo luminescence, 60 min; P07378; 380,000 compounds, 0.043% hits; further: on the % scale 0 is the no-effect control and ±100 the full control effect; nearly all actives have a fitted effect of over 60% in size
Target sequence (P07378 whole entry, looked up): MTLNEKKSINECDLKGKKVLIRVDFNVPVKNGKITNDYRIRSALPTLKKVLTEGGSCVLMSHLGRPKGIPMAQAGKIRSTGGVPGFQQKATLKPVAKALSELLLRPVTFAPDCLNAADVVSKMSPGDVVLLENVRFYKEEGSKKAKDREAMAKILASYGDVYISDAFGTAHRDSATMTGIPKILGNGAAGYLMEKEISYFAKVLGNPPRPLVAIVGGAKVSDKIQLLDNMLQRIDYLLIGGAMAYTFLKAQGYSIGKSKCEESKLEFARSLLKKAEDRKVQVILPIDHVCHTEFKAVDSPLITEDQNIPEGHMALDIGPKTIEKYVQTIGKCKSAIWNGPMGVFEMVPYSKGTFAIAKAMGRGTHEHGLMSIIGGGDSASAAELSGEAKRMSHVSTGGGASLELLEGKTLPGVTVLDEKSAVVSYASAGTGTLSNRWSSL
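Luminescent ATP detection (Kinase-Glo Plus) follows a 60-minute room-temperature incubation, with wells lacking PGK as controls. Buffer: 100 mM TEA (pH 7.6), 5 mM MgCl2, 0.01% Tween-20. Coupling enzyme GAPDH (100 nM final) supplies unstable 1,3-BPG in-well.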
JMJD2A Tudor = blocks the human JMJD2A Tudor domain; 390,000 compounds, 4.4% hits; O75164; AID 504339; AlphaScreen JMJD2A-Tudor / H3K4me3 peptide binding; Potency, µM (titrated, usually from 114 µM), for inactives: top-dose activity change, negative = inhibition, most hits filed as inhibitors; further: on the % scale 0 is the no-effect control and ±100 the full control effect; nearly all actives have a fitted effect of over 50% in size
G9a block = G9a (human) methyltransferase inhibition; 350,000 compounds, 8.8% hits; Q96KQ7; AID 504332; Potency, µM (highest dose often 102 µM), without a hit: at the highest dose activity, negative = inhibition, hits mostly inhibitors; G9a H3K9 monomethylation, AlphaScreen, 2 h; further: on the % scale 0 is the no-effect control and ±100 the full control effect; nearly all actives have a fitted effect of over 75% in size
Target sequence (Q96KQ7 913-1193 limits assumed): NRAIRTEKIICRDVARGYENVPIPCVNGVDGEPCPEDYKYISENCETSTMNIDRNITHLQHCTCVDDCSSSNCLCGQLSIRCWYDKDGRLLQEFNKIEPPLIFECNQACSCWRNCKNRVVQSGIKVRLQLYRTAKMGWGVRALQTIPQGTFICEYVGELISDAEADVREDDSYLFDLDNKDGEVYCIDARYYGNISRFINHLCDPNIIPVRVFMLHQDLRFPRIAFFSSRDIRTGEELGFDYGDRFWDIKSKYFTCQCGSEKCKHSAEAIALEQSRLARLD
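Using a bead-based AlphaScreen, monomethylated H3K9 product from 2 h room-temperature reactions (G9a 20 nM, peptide 500 nM, SAM 20 uM) was detected with 0.5 ug/mL rabbit anti-H3K9me1 antibody.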
BAZ2B inh = inhibitors of human BAZ2B bromodomain; Potency, µM (top dose mostly 114 µM), for the others: at the top dose activity change, negative = inhibition, most hits filed as inhibitors; 360,000 compounds, 4.4% hits; AlphaScreen BAZ2B-H3K14Ac peptide displacement; further: on the % scale 0 is the no-effect control and ±100 the full control effect; nearly all actives have a fitted effect of over 60% in size
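Complex of BAZ2B and biotin-H3K14Ac (50 nM apiece) forms over 30 min at RT, then faces library compounds up to 110 uM for another 30 min; AlphaScreen beads added, 20 min dark incubation, luminescence read.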
Pin1 inhibitor = inhibitors of human Pin1. Q13526. Pin1 FP peptide displacement, HiFluor488, 10 min. Potency, µM (top dose mostly 115 µM), without a hit: at the highest dose activity, negative = inhibition, usual class: inhibitors. 390,000 compounds, 0.009% hits; active means well fitted inhibition curve with a large enough effect in the polarisation, with a control signal flat, not every such curve was filed as active; inconclusive means small, poorly fitted or top-dose-only effect, or effect the other way, or a change in a side signal; inactive means no such curve, though single readings can be large or run the other way; the % refers to the polarisation; further: on the % scale 0 is the no-effect control and ±100 the full control effect
Target sequence (Q13526 whole entry, looked up): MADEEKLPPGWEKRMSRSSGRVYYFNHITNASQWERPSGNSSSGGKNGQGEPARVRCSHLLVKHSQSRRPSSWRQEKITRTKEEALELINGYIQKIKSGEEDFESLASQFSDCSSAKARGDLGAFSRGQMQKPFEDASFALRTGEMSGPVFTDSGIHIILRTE
GLS inhibitor = glutaminase GLS (human) inhibition | 410,000 compounds, 0.21% hits | GLS enzymatic activity, qHTS titration | Potency, µM (titrated, usually from 45.5 µM), for inactives: at the top dose activity change, negative = inhibition, hits mostly inhibitors; further: on the % scale 0 is the no-effect control and ±100 the full control effect
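Enzyme dispensed in phosphate buffer (45 mM, pH 8.2, 0.02% Tween-20), compounds pinned in, then 1 mM L-glutamine solution and the glutamate oxidase–HRP–Amplex Red mix added; fluorescence read immediately and again after 30 min at room temperature.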
BLM inh = Bloom syndrome helicase (human) inhibition | recombinant BLM DNA unwinding, fluorescence dequenching | Potency, µM (top dose mostly 56.1 µM), inactives show at the highest dose activity change, negative = inhibition, actives largely listed as inhibitors | 350,000 compounds, 0.2% hits;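 further: plate controls were vehicle for no effect and no enzyme for full effect; nearly all actives have a fitted effect of over 35% in size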
Numbers without * were called inactive; i = inactive; u = inconclusive; x = not tested or not shown; & = joins results of further samples; [ ] = dose if it differs, or a comment. Unless noted, the call rests on the fitted dose curve; in most records, active means well fitted curve in the direction sought with a large enough effect; inconclusive means small, poorly fitted or top-dose-only effect, or another doubt; inactive means no such curve, though single readings can be large; an effect the other way counts as inactive or inconclusive. Potency means the concentration at half of the fitted maximal effect. Some of the compounds tested; rates above refer to the full screens.

Preview, 3 compounds:
SMILES	Pol iota inh	HP1b chromo inh	Tb PGK inh	JMJD2A Tudor	G9a block	BAZ2B inh	Pin1 inhibitor	GLS inhibitor	BLM inh
C#CCOCCOCCOCCNc1nc(N2CCN(C(=O)[C@H]([C@@H](C)CC)n3cc(CCCN=C(N)N)nn3)CC2)nc(N2CCN(C(=O)[C@H](C)n3cc(CCCN=C(N)N)nn3)CC2)n1	u	19%	-5%	-31%	40µM*	u	-3%	-3%	44%[activator]
O=S(=O)(NCc1ccc(Cl)cc1)c1ccc(N2CCCCS2(=O)=O)cc1	21%	53%[activator]	-10%	-8%	27%[59 µM]	14%	-8%	2%	-3%
O=S(=O)(Cc1cc(-c2ccccc2Cl)no1)c1ccccc1	14%	67%[activator]	0%	16%	44%[activator]	32%[activator]	-1%	-6%	8%

The whole of this part (from the top)
SMILES	Pol iota inh	HP1b chromo inh	Tb PGK inh	JMJD2A Tudor	G9a block	BAZ2B inh	Pin1 inhibitor	GLS inhibitor	BLM inh
C#CCOCCOCCOCCNc1nc(N2CCN(C(=O)[C@H]([C@@H](C)CC)n3cc(CCCN=C(N)N)nn3)CC2)nc(N2CCN(C(=O)[C@H](C)n3cc(CCCN=C(N)N)nn3)CC2)n1	u	19%	-5%	-31%	40µM*	u	-3%	-3%	44%[activator]
O=S(=O)(NCc1ccc(Cl)cc1)c1ccc(N2CCCCS2(=O)=O)cc1	21%	53%[activator]	-10%	-8%	27%[59 µM]	14%	-8%	2%	-3%
O=S(=O)(Cc1cc(-c2ccccc2Cl)no1)c1ccccc1	14%	67%[activator]	0%	16%	44%[activator]	32%[activator]	-1%	-6%	8%
COc1ccc(OC)c(-c2csc(NC(=O)C3COc4ccccc4O3)n2)c1 (centres undefined)	-7%	-8%	0%	-27%	-5%	u	17%	0%	-11%
CC(/C=C1\SC(=S)N(NS(=O)(=O)c2ccc(C)cc2)C1=O)=C\c1ccccc1	u	-24%	-15%	56µM*	10µM*	35µM*	x	12%	-16%
CC(=O)Nc1ccc(-c2cc(-c3ccc(NC(C)=O)cc3)nc(-c3ccc(NC(C)=O)cc3)n2)cc1	3%	12%	-10%	-5%	13%[59 µM]	10%	20%	4%	2%
CCCCCC(=O)N/N=C/c1ccc([N+](=O)[O-])o1	-26%	-2%	4%	-22%	11%[59 µM]	-10%	0%	12%	-13%
O=c1[nH][nH]cc1C=Nc1ccc(Oc2ccccc2)cc1	24%	2%	i	-23%	u	u	-6%	1%	-8%
CC(C)N(Cc1ccccc1)C(=O)COC(=O)c1cnc(Cl)c(Cl)c1	23%	37%	-7%	6%	x	x	-12%	1%	x
O=S(=O)(c1ccccc1)[C@@]1(c2ccccc2)C[C@@H]2ON=C(c3cccc(Br)c3)[C@@H]2C1	-11%	29%	-10%	-6%	7%[2.33 µM]	9%	0%	-1%	x
CC(=O)Nc1ccc2c(CSc3nnc(N)s3)cc(=O)oc2c1	-35%	21%[57 µM]	-11%	-3%	x	u	u	-7%	3%
Cc1ccc(C2=NNC(c3ccc(Cl)cc3)=Nc3ccccc32)o1	11%	u	-1%	u	-20%[59 µM]	u	8%	10%	-6%
Cc1ccc2[nH]c(=O)c(CN(Cc3ccco3)S(=O)(=O)c3c(C)ccc4nsnc34)cc2c1	29%	-10%	-1%	-26%	-37%[12.7 µM]	-37%	-1%	18%	-6%
O=C(COC(=O)c1ccccc1NCCO)Nc1cc(C(F)(F)F)ccc1N1CCOCC1	0%	62%[activator]	-4%	27%	u	17%	-2%	1%	-10%
Cc1ccccc1NS(=O)(=O)c1ccc2[nH]cc(C(=O)N(C)Cc3ccco3)c(=O)c2c1	u	-29%	-26%	u	x	56µM*	-15%	-5%	-2%
O=C(CNC(=O)c1ccncc1)N/N=C/c1ccccc1[N+](=O)[O-]	1%	18%	0%	-25%	u	-23%	u	-6%	-5%
O=C(Nc1ccc2oc(-c3ccccc3F)nc2c1)c1cncc(Br)c1	-1%	77%[activator]	-12%	-32%	-29%[59 µM]	5%	4%	3%	-3%
Cn1c(SCc2ccc(Cl)cc2Cl)nc(C(F)(F)F)cc1=O	44%[activator]	71%[activator]	i	9%	9%[59 µM]	32%[activator]	0%	0%	0%
COCCNC(=O)Cn1cc(/C=C(\C#N)C(=O)NC2CC2)c2ccccc21	38%[activator]	17%	i	-2%	-8%	2%	-3%	-14%	0%
COc1ccc(CCNC(=O)COC(=O)/C=C/c2cc(OC)c(OC)c(OC)c2)cc1OC	12%	28%	-3%	-12%	3%	-1%	-1%	1%	1%
CCc1ccc(CN2CCSCC2)cc1	122%[activator]	u	-7%	2.2µM*	x	u	-12%	-9%	1%
O=[N+]([O-])c1cc(/C=N/Nc2nc(N3CCOCC3)nc(N3CCOCC3)n2)ccc1Cl	-2%	58%[activator]	7%	-7%	1%	3%	4%	4%	0%
COc1ccc(S(=O)(=O)N(C)CC(=O)NCCC2=CCCCC2)cc1C	27%	25%	4%	3%	19%[12.7 µM]	11%	-13%	-6%	-4%
Cc1cc(C)nc(NNC2=CC(=[N+]3CCCCC3)CC(C)(C)C2)n1	9%	u	i	-39%	u	-12%	1%	0%	3%
Cc1cc(C)cc(NC(=O)CN(C)S(=O)(=O)c2cccc3nsnc23)c1	1%	14%	-7%	-8%	-16%[59 µM]	3%	-5%	-17%	-9%
Next records follow:
SMILES	Pol iota inh	HP1b chromo inh	Tb PGK inh	JMJD2A Tudor	G9a block	BAZ2B inh	Pin1 inhibitor	GLS inhibitor	BLM inh
CCN1c2ccccc2-c2nc(SCC(=O)Nc3cc(OC)cc(OC)c3)ncc2S1(=O)=O	15%	12%	1%	-7%	9%[59 µM]	-4%	-18%	2%	-2%
CC(=O)N1CCN(c2ccc(NC(=O)c3ccc(Cl)cc3)cc2)CC1	-3%	49%[activator]	5%	-14%	17%[59 µM]	-7%	u	16%	-6%
CCCCOC(=O)Oc1ccc2c(=O)c(Oc3cccc(C)c3)coc2c1	6%	96%[activator]	12%	30%	140%[activator][59 µM]	5%	2%	7%	-12%
O=C(NCCc1ccc(S(=O)(=O)N2CCCC2)cc1)c1cccs1	7%	21%	-7%	-8%	-27%[59 µM]	9%	0%	6%	0%
Cc1cc(C(=O)Nc2nc(-c3ccccn3)cs2)ccc1[N+](=O)[O-]	134%[activator]	11%	-9%	-29%	40µM*	28µM*	2%	-5%	-4%
Cc1noc(C)c1COc1cccc(C(=O)NCCc2c[nH]c3ccccc23)c1	-1%	14%	-1%	-23%	-28%	-10%	-4%	-5%	2%
CCN(c1ccc(N=Cc2c(O)n(Cc3ccc(OC)cc3)c(=O)c3ccccc23)cc1)C(C)C	77%[activator]	64%[activator]	6%	-4%	-47%	-4%	u	-27%	-6%
Cc1ccc(C)c(S(=O)(=O)N2CCN(C(=O)Cc3sc(C)nc3-c3ccc(F)cc3)CC2)c1	6%	9%	-3%	-11%	x	x	39%[activator]	-4%	x
C/C(=N\NC(=O)CNC(=O)c1cccnc1)c1cccc(O)c1	-23%	56%[activator]	x	-7%	-7%	1%	6%	7%	0%
COc1cc(-c2nc(-c3cccc(C)c3)no2)cc(OC)c1OC	-19%	141%[activator]	x	50%[activator]	48%[59 µM]	50%[activator]	5%	-1%	0%
CCOC(=O)N1CCC(NC(=O)C2CCCN(S(C)(=O)=O)C2)CC1 (centres undefined)	-11%	17%	-4%[11.5 µM]	-2%	3%[59 µM]	0%	0%	-4%	1%
CS(=O)(=O)N(CC(=O)NCc1cccnc1)C1CCCCC1	113%[activator]	20%	0%	-7%	-4%	-12%	-2%	-5%	-4%
COc1cc(/C=N/NC(N)=O)ccc1OC(=O)c1cccs1	66%[activator]	20%	-10%	-21%	23%[59 µM]	u	-3%	2%	-5%
COc1ccc(NC(=O)C/C(C)=N/NC(=O)c2cnccn2)c(OC)c1	-3%	22%	-8%	-18%	11%	5%	-3%	26%	-2%
Cn1nnnc1SCC(=O)NCCCc1ccccc1	u	-12%	-2%	5%[11.4 µM]	-13%	17%	1%	-2%	2%
O=C(c1c(F)c(F)c(F)c(F)c1F)N1CCc2ccccc21	16%	-13%	-2%	56µM*	x	x	-8%	18%	x
CCNC(=O)CC1C(=O)N(c2ccc(F)cc2)C(=O)N1Cc1ccc(C)cc1 (centres undefined)	23%	23%	8%	-10%	-4%[59 µM]	-2%	7%	13%	-2%
COc1cc(NC(=O)C(CC(C)C)NS(=O)(=O)c2ccc3c(c2)oc(=O)n3C)c(C(=O)O)cc1OC (centres undefined)	0%	28%	-7%	-6%	1%[59 µM]	-20%	6%	-4%	-1%
CCOc1ccccc1N1CCN(S(=O)(=O)c2cc(C)ccc2OC)CC1	15%	18%	3%	-13%	x	0%	10%	0%	-18%
C=CC[n+]1c(C)csc1Nc1ccc(C)cc1	25%	u	6%	u	50µM*	32µM*	1%	u	-4%
O=C(CNC(=O)c1cccnc1)N/N=C/c1ccc(O)cc1O	59%[activator]	20%[57 µM]	-7%	u	28%	u	u	-11%	-9%
CCOc1ccc(N(CC)S(=O)(=O)N2CCCC(C(=O)Nc3ccc(NC(C)=O)cc3)C2)cc1 (centres undefined)	21%	39%	-8%	-15%	-3%[59 µM]	-15%	5%	-12%	-9%
O=C(CCCn1c2ccccc2c(=O)c2ccccc21)Nc1cccc(Cl)c1	5%	110%[activator]	-9%	58%[activator]	101%[activator][59 µM]	56%[activator]	33%[activator]	0%	-8%
COc1cccc(NC(=O)N2CCc3ccccc3C2)c1	30%	41%[activator]	-3%	-12%	55%[activator]	-15%	-2%	-10%	-1%
COC(=O)CN1C(=O)[C@H]2[C@@H](/C=C/c3ccccc3)N3C(=O)CN(Cc4ccccn4)C(=O)[C@@]3(Cc3ccccc3)[C@H]2C1=O	2%	26%	2%	-11%	x	x	1%	6%	x
COc1cccc(-c2nc(CS(=O)(=O)CC(=O)NC3CC3)c(C)o2)c1	19%	19%	-5%	-20%	-9%	-20%	-4%	-2%	-1%
CCCCN(C)C(=O)C1CCC(CNS(=O)(=O)c2ccc3c(c2)CC(C)N3C(C)=O)CC1 (centres undefined)	26%&-2%	58%&23%[activator]	5%&2%	-5%&-10%	7%	-6%&-10%	-1%&-8%	-2%&3%	0%&-3%
